# Mcl1 Bid PPI – Mcl-1/Bid interaction inhibition; Q07820; TR-FRET Mcl-1/Bid-Dy647 peptide binding, 1536-well; inhibition, % at 21.7 µM; 0.97% of 220,000 active; AID 1021;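 active = compounds that cut the binding signal by more than half at the single screening dose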;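 note: His-tagged Mcl-1 with europium anti-His antibody binding Bid BH3 peptide; 0% = Mcl-1 plus peptide wells and 100% = peptide-only wells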
# Target sequence (Q07820 whole entry, looked up): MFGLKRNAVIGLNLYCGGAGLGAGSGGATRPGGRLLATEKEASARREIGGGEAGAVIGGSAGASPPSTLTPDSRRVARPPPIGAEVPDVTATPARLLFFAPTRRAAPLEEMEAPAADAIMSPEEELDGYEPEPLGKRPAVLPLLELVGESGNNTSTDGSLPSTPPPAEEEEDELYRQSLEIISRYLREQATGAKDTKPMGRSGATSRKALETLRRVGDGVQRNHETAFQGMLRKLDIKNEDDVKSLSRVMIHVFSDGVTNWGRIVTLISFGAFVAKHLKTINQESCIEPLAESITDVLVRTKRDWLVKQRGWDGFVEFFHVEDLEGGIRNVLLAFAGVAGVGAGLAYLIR
# Rac1 mut GTP – alters GTP binding to activated mutant human Rac1; P63000; 0.11% of 190,000 active; AID 764; percent activity (GTP binding), % at 10 µM; GST-Rac1 activated beads, fluorescent GTP binding, flow cytometry; actives lie on both sides; 100% means binding = to untreated wells;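 active = GTP binding at least 20 percentage points away from the 100% baseline, in either direction, so actives lie on both sides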
# Mcl1-Noxa inh – disrupts binding of human Mcl-1 to Noxa peptide; Q07820; TR-FRET Mcl-1/Noxa peptide binding, 2 h; inhibition, % at 21.7 µM; 1.5% of 220,000 active;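 active = compounds that cut the protein-peptide binding signal by more than 50% relative to plate controls in a single-dose test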;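 note: His-tagged Mcl-1 with rhodamine Noxa BH3 peptide and terbium anti-His antibody; 0% = Mcl-1 plus Noxa peptide wells and 100% = peptide-only wells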
# Cdc42 wt GTP – changes GTP binding to wildtype human Cdc42; P60953; GST-Cdc42 beads, Bodipy-GTP binding, flow cytometry; actives lie on both sides; percent activity (GTP binding), % at 10 µM; 0.2% of 190,000 active; AID 761;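 active = percent activity GTP binding at least 20 points away from the 100% baseline, either down as inhibitor or up as activator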;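 note: median bead fluorescence of bound Bodipy-FL-GTP at 100 nM; 0% = excess unlabeled GTP control and 100% = no compound control; below 100% means less GTP binding so inhibitor and above means activator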
# Target sequence (P60953 whole entry, looked up): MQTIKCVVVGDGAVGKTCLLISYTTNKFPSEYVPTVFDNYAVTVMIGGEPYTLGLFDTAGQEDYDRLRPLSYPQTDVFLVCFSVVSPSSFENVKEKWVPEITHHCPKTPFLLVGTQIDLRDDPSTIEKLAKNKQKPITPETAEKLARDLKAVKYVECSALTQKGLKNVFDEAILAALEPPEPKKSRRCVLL
# Pf gamet viab – inhibitors of late stage P. falciparum gametocyte viability; inhibition, % at 10.9 µM; 0.065% of 150,000 active; AID 743093; P. falciparum stage V gametocytes, ATP luminescence, 24 h;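 active = inhibition above the mean plus 3 SD of compounds within the control limits, set per campaign, cut at about 38% in these data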;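 note: 0% = DMSO wells and 100% = medium only without gametocytes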
# HRas wt GTP – human HRas wildtype GTP binding, change in either direction; P01112; GST-Ras wt beads, Bodipy-FL-GTP binding, flow cytometry; actives lie on both sides; 0.14% of 190,000 active; GTP binding activity, % at 10 µM; AID 759;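 active = GTP binding activity at least 20% away from the 100% baseline, either lowered as inhibitor or raised as activator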;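 note: 0% = unlabeled GTP competition control and 100% = no-compound control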
# Target sequence (P01112 whole entry, looked up): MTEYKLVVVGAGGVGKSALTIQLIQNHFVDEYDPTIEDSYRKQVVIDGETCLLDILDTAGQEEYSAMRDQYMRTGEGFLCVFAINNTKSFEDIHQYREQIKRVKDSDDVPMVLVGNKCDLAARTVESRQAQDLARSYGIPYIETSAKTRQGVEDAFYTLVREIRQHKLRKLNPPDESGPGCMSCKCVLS
# Mcl-1 Bim block – inhibitors of Bim-Mcl-1 interaction, human. Bead-based flow cytometry, Bim peptide-Mcl-1 binding. 0.1% of 190,000 active. Q07820. inhibition, % at 10 µM; in the data active = inhibition above about 40%;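 note: 0% = no compound tracer wells and 100% = peptide blocker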
# Rab2 wt GTP – changes GTP binding to wildtype dog Rab2A, up or down; GST-Rab2 wt beads, Bodipy-GTP binding, flow cytometry; GTP binding activity, % at 10 µM; 0.19% of 190,000 active; AID 760;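 active = GTP binding activity at least 20 points away from 100%, either lowered or raised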;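 note: 0% = beads with excess unlabeled GTP and 100% = no-compound control corrected for plate trend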
# Rab7 wt modul – modulators of GTP binding to dog Rab7 wildtype GTPase; GST-Rab7 beads, fluorescent GTP binding, flow cytometry; actives lie on both sides; untreated = 100%, excess cold GTP = 0%; GTP binding activity (percent of control), % at 10 µM; 0.055% of 190,000 active; AID 758;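 active = fluorescent GTP binding to Rab7 beads changed by at least 20 points from the 100% baseline, either direction, mostly lower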;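 note: median green fluorescence of bound Bodipy-FL-GTP per Rab7 bead population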
# Avidin bead fluor – avidin bead compound fluorescence profile; 0.38% of 220,000 active; fluorescence (KMESF) at 10 µM; Avidin beads, compound fluorescence 488/530 nm, flow cytometry; active compounds read high; in the data active = fluorescence above about 47; note: inactives centre near 10
# Rac1 wt modul – modulators of human Rac1 wildtype GTP binding; P63000; GST-Rac1 beads, fluorescent GTP binding, flow cytometry; actives lie on both sides; 0 = cold GTP competed, 100 = untreated; GTP binding activity (% of control), % at 10 µM; 0.27% of 190,000 active; AID 757;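 active = GTP binding activity at least 20 points away from the 100% control level, either lower or higher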
# The depositor's hits bear a star; . = not tested or not shown.
SMILES,Mcl1 Bid PPI,Rac1 mut GTP,Mcl1-Noxa inh,Cdc42 wt GTP,Pf gamet viab,HRas wt GTP,Mcl-1 Bim block,Rab2 wt GTP,Rab7 wt modul,Avidin bead fluor,Rac1 wt modul
COCc1cc(C)nc(SCC(=O)Oc2ccc(Cl)cc2)c1C#N,-15.4,96.0,7.0,98.0,4.1,96.0,4.0,95.0,95.0,13,101.0
CCOC(=O)c1sc(NC(=O)COC(=O)Cn2cnc3ccccc32)c(C(=O)OCC)c1C,2.2,99.0,-44.4,100.0,.,102.0,-3.0,101.0,102.0,4,103.0
Cc1cccc(N2CCN(C(=O)CCNS(=O)(=O)c3ccc4c(c3)CCC(=O)N4)CC2)c1C,-29.1,100.0,-11.2,104.0,12.8,102.0,-2.0,101.0,100.0,17,102.0
O=C(CCCN1C(=O)c2cccnc2C1=O)Nc1ccccc1F,-33.4,98.0,-6.7,97.0,13.3,96.0,-3.0,96.0,89.0,10,97.0
O=C(OCn1ncc(Cl)c(Cl)c1=O)c1ccccc1Cl,-3.8,100.0,3.8,98.0,5.5,98.0,1.0,96.0,97.0,23,100.0
O=C(/C=C/c1ccc(S(=O)(=O)NCc2ccco2)cc1)N1CCN(c2ccccc2)CC1,-36.9,94.0,6.5,97.0,10.9,93.0,0.0,94.0,92.0,10,97.0
O=C(NC(NC(=S)Nc1ccccc1)C(Cl)(Cl)Cl)c1cccc(Cl)c1 (configuration not stated),-46.2,99.0,11.1,100.0,.,102.0,-5.0,100.0,103.0,8,100.0
O=C(O)c1ccc(N/N=C/c2ccc3c(c2)OCO3)cc1,-84.3,98.0,12.8,95.0,-33.3,97.0,0.0,96.0,99.0,12,99.0
C=CCOc1cccc(C2C(C(=O)c3ccc(C)o3)=C(O)C(=O)N2CCN(C)C)c1 (configuration not stated),4.1,99.0,12.6,98.0,7.2,99.0,0.0,97.0,97.0,7,101.0
CCCC(=O)Nc1nn(CCC)c2nc3ccccc3cc12,-16.8,100.0,16.8,99.0,.,99.0,-4.0,102.0,104.0,9,104.0
Cc1nc(SCC(=O)Nc2ccc(F)cc2)c2oc3ccccc3c2n1,10.8,99.0,-15.4,98.0,.,101.0,-2.0,99.0,99.0,9,102.0
O=C(Nc1ccc(S(=O)(=O)N2CCCC2)cc1)N1c2ccccc2Sc2ccccc21,-11.5,99.0,-3.3,101.0,-6.5,100.0,-4.0,100.0,98.0,77*,100.0
Cc1nc2ccccc2n1CC(=O)N1CC(=O)Nc2ccccc21,7.3,93.0,16.6,97.0,.,98.0,-7.0,95.0,95.0,11,97.0
COc1ccc(NC(=O)c2cccc(NC(=O)C3C4CC5OC(=O)C3C5C4)c2)c(OC)c1 (configuration not stated),-107.0,100.0,2.0,102.0,7.3,103.0,-5.0,102.0,99.0,10,106.0
CCCCC(=O)Nc1nc(C)c(-c2csc(Nc3cc(Cl)ccc3OC)n2)s1,-14.4,93.0,12.3,93.0,1.6,93.0,-4.0,93.0,92.0,19,94.0
CCC(=O)N(CCC(c1ccco1)c1ccccc1OC)Cc1cccs1 (configuration not stated),-19.6,96.0,21.2,100.0,23.3,96.0,-2.0,95.0,96.0,2,100.0
Cc1cc(C)c2c(CN3CCN(C/C=C/c4ccccc4)CC3)cc(=O)oc2c1,-14.2,103.0,11.0,105.0,.,104.0,0.0,101.0,106.0,9,107.0
Cc1cccc(-c2noc(CN(C(=O)c3c(-c4ccccc4Cl)noc3C)C(C)C)n2)c1,6.5,99.0,4.0,100.0,.,100.0,3.0,100.0,100.0,7,106.0
O=C(CN1CCCCCCC1)Nc1cc(Cl)cc(Cl)c1,-20.4,92.0,-9.6,90.0,9.4,93.0,-1.0,92.0,101.0,22,91.0
Cc1[nH]nc2c1C(c1ccccn1)N(c1ccc(Br)cc1)C2=O (configuration not stated),-29.0,94.0,-3.7,97.0,4.3,100.0,0.0,101.0,100.0,9,98.0
CCOC(=O)N1CCC(N2CCCC(CO)(Cc3ccccc3C)C2)CC1 (configuration not stated),-25.9,100.0,-1.9,102.0,.,101.0,-2.0,105.0,102.0,9,99.0
CC1(C)N=C(SCC(=O)Nc2ccccc2)C(c2ccc(Cl)cc2)=N1,-2.0,100.0,-11.6,98.0,.,99.0,-2.0,99.0,97.0,7,105.0
CCOc1cc(CO)cc(Br)c1OCC(N)=O,-20.2,95.0,11.4,100.0,-17.1,95.0,-1.0,98.0,96.0,9,97.0
O=C(CN1CCCCC1)Nc1ccccc1NC(=O)CN1CCCCC1,10.2,95.0,-8.8,101.0,.,98.0,0.0,95.0,94.0,10,102.0
Cc1ncoc1C(=O)N1CCCC(C(=O)c2cccc(C(F)(F)F)c2)C1 (configuration not stated),-7.0,98.0,16.4,100.0,-0.7,99.0,-2.0,97.0,96.0,10,101.0
Cc1cc(NCCOCCO)n2ncc(-c3ccc(Cl)cc3)c2n1,-7.3,100.0,29.1,99.0,15.0,100.0,-1.0,98.0,96.0,9,105.0
COC(=O)c1nc(N)sc1-c1ccccc1,-7.4,99.0,6.5,101.0,10.7,102.0,-3.0,101.0,96.0,16,102.0
COc1ccccc1OCC(=O)N1CCN(c2ccccc2OC)CC1,-7.5,93.0,14.4,95.0,.,96.0,5.0,92.0,94.0,13,93.0
CC(OC(=O)Cc1ccc(Cl)cc1)C(=O)NCCC1=CCCCC1 (configuration not stated),-37.3,97.0,4.9,97.0,-4.8,96.0,-1.0,97.0,96.0,5,101.0
CN(C(=O)c1cccc(C#N)c1)c1nnc(C2CCCO2)s1 (configuration not stated),-11.2,98.0,12.2,102.0,.,98.0,-5.0,100.0,100.0,32,100.0
COc1ccc(-n2nc(C(C)=O)c(=O)[nH]c2=O)cc1,-9.1,94.0,5.7,96.0,.,97.0,0.0,97.0,109.0,11,98.0
CC(C)CC(=O)N1CCN(S(=O)(=O)c2ccc(F)cc2)CC1,-4.2,96.0,1.7,97.0,.,100.0,0.0,98.0,96.0,14,97.0
COCCNC(=O)CN(C(=O)Cn1nnc2ccccc21)c1ccccc1,-29.9,98.0,15.9,99.0,.,98.0,2.0,97.0,96.0,8,97.0
Cc1cc(/C=C(\C#N)C(=O)NC2CCCCCC2)c(C)n1C,-37.1,97.0,9.0,99.0,.,97.0,-3.0,95.0,99.0,22,102.0
C=CCN(CC=C)CCCOc1ccc(C)cc1OC,-6.2,93.0,-2.3,93.0,9.8,94.0,3.0,95.0,97.0,10,94.0
CCOC(=O)c1sc(NC(=O)c2cc(-c3ccccc3C)nc3ccccc23)c(C#N)c1C,27.2,91.0,19.9,89.0,7.1,93.0,-8.0,93.0,98.0,21,93.0
O=C(Nc1nn[nH]n1)c1cccc(Oc2ccccc2)c1,-17.3,96.0,-9.7,100.0,.,100.0,-4.0,96.0,101.0,10,104.0
CCOC(=O)C1CCN(C(=O)CCCCn2c(=O)[nH]c3ccccc3c2=O)CC1,-5.8,99.0,-26.0,104.0,.,100.0,-2.0,98.0,99.0,27,104.0
CCc1ccccc1OCCCCCNCCO,-19.0,101.0,2.8,102.0,22.1,101.0,4.0,99.0,98.0,7,106.0
COc1ccc(C(=O)NCCc2nnc(SCC(=O)Nc3ccc(Br)cc3)n2C)cc1,-11.2,96.0,8.3,98.0,-28.3,97.0,19.0,98.0,93.0,2,98.0
O=S(=O)(NCCc1cn2ccccc2n1)c1ccc2c(c1)CCCC2,0.8,99.0,1.9,99.0,.,98.0,-5.0,97.0,95.0,2,102.0
O=c1[nH]c(N/N=C\c2ccc3c(c2)OCO3)nc2ccccc12,-54.4,86.0,33.8,78.0*,1.1,80.0*,12.0,77.0*,85.0,12,67.0*
Cc1[nH]c2ccccc2c1C(=O)C(=O)NCc1ccco1,-24.0,96.0,28.0,94.0,-1.4,98.0,-2.0,97.0,107.0,5,95.0
O=C(CSc1ncccn1)NCc1ccc(F)cc1,-60.0,104.0,2.0,104.0,.,103.0,3.0,101.0,98.0,14,106.0
O=C(Nc1nnc(-c2ccco2)o1)c1ccc([N+](=O)[O-])s1,-15.8,90.0,1.2,95.0,1.0,95.0,-2.0,95.0,95.0,12,96.0
Cn1ncc2c(Nc3ccc(-c4ccccc4)cc3)ncnc21,-7.9,96.0,6.3,99.0,.,98.0,0.0,99.0,96.0,7,99.0
CCn1cc(CNC(=O)c2c(-c3c(Cl)cccc3Cl)noc2C)c(C)n1,-7.2,100.0,11.6,103.0,20.9,101.0,-4.0,100.0,100.0,13,105.0
COc1ccc(C(=O)CN2C(=O)NC(C)(c3ccccc3)C2=O)cc1OC (configuration not stated),-10.5,102.0,8.8,106.0,.,104.0,-1.0,105.0,101.0,9,102.0
Cn1c(=O)c(=O)n(C)c2cc(S(=O)(=O)NCCOc3ccccc3Cl)ccc21,-16.3,99.0,-12.1,102.0,17.1,100.0,2.0,102.0,104.0,10,105.0
Cc1c(C(=O)OCC2CCCO2)[nH]c2c1C(=O)CC(c1ccc(N(C)C)cc1)C2 (configuration not stated),-30.5,101.0,21.1,104.0,.,103.0,-2.0,104.0,104.0,16,106.0
O=S1(=O)CCN2C=C(Cl)C=C(Cl)C2=N1,8.4,95.0,19.0,97.0,5.3,94.0,-1.0,96.0,94.0,13,100.0
Nn1c(SCC(=O)Nc2ccc(F)cc2F)nnc1-c1cccnc1,2.0,93.0,-1.0,93.0,.,93.0,0.0,94.0,96.0,29,92.0
Cn1[nH]c(=O)c2ccccc2c1=O,14.0,100.0,-5.8,101.0,-10.1,99.0,0.0,99.0,99.0,10,103.0
O=C(Cc1cccs1)N/N=C\c1ccc([N+](=O)[O-])s1,-34.3,95.0,-20.9,92.0,12.4,95.0,-6.0,95.0,91.0,12,95.0
C=CC[C@H]1Cc2c(cccc2[N+](=O)[O-])[C@H](CC=C)N1,-16.4,91.0,14.5,94.0,.,96.0,1.0,99.0,108.0,10,98.0
O=C(NCC1(c2ccccc2)CCCC1)C1(c2ccccc2)CCCC1,9.4,98.0,1.5,99.0,.,99.0,-29.0,100.0,100.0,10,103.0
COc1ccc(OCC(=O)Nc2ccccc2C(=O)N2CCCC2)cc1,-10.6,97.0,-3.4,101.0,.,98.0,-1.0,98.0,101.0,24,102.0
C=CCOC(=O)Nc1snnc1C,-14.8,98.0,-16.0,99.0,-1.3,98.0,-3.0,102.0,99.0,8,103.0
